Screening results as filed in PubChem.
ERa coact pot: ER-alpha (human) coactivator binding potentiation | P03372 | coactivator binding (% of control), % at 25.6 µM | TR-FRET ERalpha-LBD/SRC-Cy5 coactivator binding, 2 h; 100 = basal binding, no effect | hit rate 1.3% among 86,000 | AID 639; in the data active means activity above about 200%;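 further: binding measured in presence of low estradiol as agonist stimulus; 0% = peptide alone without receptor and 100% = receptor with peptide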
Target sequence (P03372 whole entry, looked up, the tested form may be a part): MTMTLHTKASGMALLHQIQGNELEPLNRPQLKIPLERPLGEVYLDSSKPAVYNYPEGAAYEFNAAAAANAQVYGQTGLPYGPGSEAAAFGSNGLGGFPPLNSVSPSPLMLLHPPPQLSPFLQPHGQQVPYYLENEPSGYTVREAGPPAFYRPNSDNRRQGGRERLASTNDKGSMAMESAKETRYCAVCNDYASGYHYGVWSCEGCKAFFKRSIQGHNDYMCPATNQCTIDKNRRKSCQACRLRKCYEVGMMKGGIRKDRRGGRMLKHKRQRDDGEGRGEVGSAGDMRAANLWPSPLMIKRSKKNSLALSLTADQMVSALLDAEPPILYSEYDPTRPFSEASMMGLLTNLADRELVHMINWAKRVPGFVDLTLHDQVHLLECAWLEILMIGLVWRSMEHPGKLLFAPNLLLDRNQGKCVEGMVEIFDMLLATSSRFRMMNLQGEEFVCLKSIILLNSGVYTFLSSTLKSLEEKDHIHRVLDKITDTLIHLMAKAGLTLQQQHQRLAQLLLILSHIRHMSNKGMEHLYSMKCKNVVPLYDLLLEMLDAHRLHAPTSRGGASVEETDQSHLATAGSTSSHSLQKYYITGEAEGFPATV
ERb coact inh: blocks coactivator binding to human estrogen receptor beta; Q92731; TR-FRET ER-beta LBD / SRC1-Cy5 peptide binding; receptor agonist-loaded with 1 µM estradiol; inhibition, % at 25.6 µM; hit rate 1.3% among 86,000; AID 633;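 active means compounds whose percent inhibition of the receptor-coactivator binding signal exceeds about 50% in the single-dose screen, limit read from the data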;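 further: 0% = receptor plus peptide wells without compound and 100% = peptide-only wells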
CD11b adhes enh: CD11b/CD18-fibrinogen binding enhancement. P05107+P11215. K562 CD11b/CD18 adhesion to fibrinogen, ATPlite luminescence. activation, % at 10 µM. hit rate 0.07% among 93,000. AID 1499;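 active means 10 µM primary screen giving 50% or more activity, confirmed by 40% or more on retest at that dose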; further: strong numbers were not always called active; reference of the scale not given here
MT1-MMP txn act: MT1-MMP promoter transcription activation | activation factor at 10 µM | HT1080 MT1-MMP promoter luciferase reporter, luminescence, overnight; active compounds read high | hit rate 0.16% among 86,000 | AID 750;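 active means activation factor of at least 2 for MT1-MMP transcription at 10 µM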
sEH inhibitor: blocks human soluble epoxide hydrolase activity | hit rate 0.34% among 91,000 | recombinant human sEH enzymatic activity assay | inhibition, % at 2 µM | AID 707 | P34913; in the data active means inhibition above about 80%; further: values of inactives mirror those of a sister screen read the other way; many of its hits are not listed in these tables
sEH activator: soluble epoxide hydrolase (human) activation | purified human sEH enzymatic activity, activator screen | activation, % at 2 µM | P34913 | AID 717 | hit rate 0.04% among 91,000; in the data active means activation above about 37%; further: values of inactives mirror those of a sister screen read the other way
CD11b adhes inh: blocks human CD11b/CD18 adhesion to fibrinogen | P05107+P11215 | K562 CD11b/CD18 adhesion to fibrinogen, ATPlite luminescence; Mn2+ added to activate the integrin | inhibition, % at 10 µM | hit rate 0.54% among 93,000 | AID 1497;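 active means primary inhibition of 50% or more at 10 µM, then 40% or more on retest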; further: some results filed as inactive read as strong as hits
Smad3 FoxH1 inh: blocks human Smad3 binding to FoxH1 peptide; P84022; TR-FRET Smad3/Dy647-FoxH1 peptide binding, europium anti-His; inhibition, % at 25 µM; hit rate 0.29% among 88,000; AID 630;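 active means compounds that reduce the energy-transfer binding signal between the protein and its labelled peptide by more than half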;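 further: 0% = Smad3 plus labelled peptide maximal FRET and 100% = peptide-only background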
Candida biofilm: kills Candida albicans biofilms; C. albicans biofilm + clotrimazole, Alamar Blue; hit rate 0.14% among 85,000; inhibition, % at 6 µM;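 active means inhibition above 20%; inactive means inhibition below 20%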;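 further: preformed 24 hr biofilms exposed to compound for 48 hr; 0% = biofilm without compound and 100% = blank killed by clotrimazole plus chlorhexidine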
The depositor's hits bear a star; / = no result given; [ ] = another dose, or the depositor's remark. Some of the compounds tested; rates above refer to the full screens.

1. Cc1ccccc1N1C(=O)C2ON(c3ccccc3)C(c3cccnc3)C2C1=O (stereo unspecified)
2. COc1ccccc1-n1nnnc1SCc1cc2c(cc1Br)OCO2
3. COc1ccc(-n2ncc3c(SCC(=O)N4CCN(c5ccccc5OC)CC4)ncnc32)cc1
4. Cc1sc(NC(=O)c2ccco2)c(C(c2cccnc2)N2CCN(c3ccc(F)cc3)CC2)c1C (stereo unspecified)
5. Cc1ccc(-c2nnn(CC(=O)N(Cc3ccc(F)cc3)C(C(=O)NC3CCCC3)c3ccncc3)n2)o1 (stereo unspecified)
6. COc1ccc(Cl)cc1NC(=O)CN1CCC(n2nnc3cc(C)ccc32)CC1
7. O=C(CSc1nnc(-c2ccc(Cl)cc2)o1)N1CCN(c2ccccc2)CC1
8. COC(=O)c1cccc(NC(=O)CN2CCC(NC(=O)c3cc(OC)c(OC)c(OC)c3)CC2)c1
compound no.	1	2	3	4	5	6	7	8
ERa coact pot	114	103[fluorescence artefact?]	98	106	105[fluorescence artefact?]	119	50[fluorescence artefact?]	120
ERb coact inh	-6	-6	18	4[fluorescence artefact?]	-9[fluorescence artefact?]	19[fluorescence artefact?]	54*	-10
CD11b adhes enh	-2	1	/	2	/	46	100	/
MT1-MMP txn act	1.2	1.1	1	/	1.1	1.1	1.5	1.1
sEH inhibitor	4	16	4	/	-9	-2	/	-3
sEH activator	-2	-14	-5	/	15	3	/	4
CD11b adhes inh	-10	3	/	8	/	-7	-8	/
Smad3 FoxH1 inh	-2	-4	-11	-17	7	-12	3	6
Candida biofilm	3	-1	-4	-4	6	-2	3	11

9. Cc1ccccc1C(=O)N1CCN(c2ccc(NC(=O)c3ccco3)cc2Cl)CC1
10. CCCNC(=O)c1ccc(N(Cc2ccccc2)S(C)(=O)=O)cc1
11. O=C(CSc1ccc(Cl)cc1)OCc1nnc(-c2ccccc2)o1
12. COc1cc(C2C(C(C)=O)=C(O)C(=O)N2CCc2c[nH]c3ccccc23)ccc1O (stereo unspecified)
13. CCn1c(C(O)c2ccccc2)nc2ccccc21 (stereo unspecified)
14. CCC(C)NC(=O)CS(=O)(=O)Cc1nc(-c2cccc(OC)c2)oc1C (stereo unspecified)
15. C=CCNc1ncnc2c1[nH]c1ccccc12
16. CCN(CC)Cc1nc2c(c(=O)[nH]1)C1(CCCC1)Cc1ccccc1-2
compound no.	9	10	11	12	13	14	15	16
ERa coact pot	121	107[fluorescence artefact?]	109[fluorescence artefact?]	112	112	102	110	92
ERb coact inh	-4	-4[fluorescence artefact?]	-5	-8[fluorescence artefact?]	5	3	9[fluorescence artefact?]	-11
CD11b adhes enh	5	0	-2	-6	-2	7	-9	/
MT1-MMP txn act	0.8	1.1	1	1.2	1.1	1.1	1.2	1.2
sEH inhibitor	12	5	-7	6	-10	8	6	7
sEH activator	-9	-7	7	-6	8	-9	-6	-6
CD11b adhes inh	0	-1	-29	2	3	8	29	/
Smad3 FoxH1 inh	-7	9	9	-7	-6	-6	-1	-7
Candida biofilm	1	6	9	2	3	4	5	7

In another format: entries from further up.
| no. | compound | ERa coact pot | ERb coact inh | CD11b adhes enh | MT1-MMP txn act | sEH inhibitor | sEH activator | CD11b adhes inh | Smad3 FoxH1 inh | Candida biofilm |
| --- | --- | --- | --- | --- | --- | --- | --- | --- | --- | --- |
| 7 | O=C(CSc1nnc(-c2ccc(Cl)cc2)o1)N1CCN(c2ccccc2)CC1 | 50[fluorescence artefact?] | 54* | 100 | 1.5 | / | / | -8 | 3 | 3 |
| 8 | COC(=O)c1cccc(NC(=O)CN2CCC(NC(=O)c3cc(OC)c(OC)c(OC)c3)CC2)c1 | 120 | -10 | / | 1.1 | -3 | 4 | / | 6 | 11 |
| 9 | Cc1ccccc1C(=O)N1CCN(c2ccc(NC(=O)c3ccco3)cc2Cl)CC1 | 121 | -4 | 5 | 0.8 | 12 | -9 | 0 | -7 | 1 |
| 10 | CCCNC(=O)c1ccc(N(Cc2ccccc2)S(C)(=O)=O)cc1 | 107[fluorescence artefact?] | -4[fluorescence artefact?] | 0 | 1.1 | 5 | -7 | -1 | 9 | 6 |

Following part.
17. Cc1ccc(-c2csc(NC(=O)Cn3cnc4c3c(=O)n(C)c(=O)n4C)n2)cc1C
18. CCOc1ccc(C2=C(C=Nc3c(C)n(C)n(-c4ccccc4)c3=O)C(c3ccc(F)cc3)c3ccccc3O2)cc1 (stereo unspecified)
19. C=CCOC(=O)C1=C(C)NC(SC)=C(C#N)C1c1ccc(OCC)cc1 (stereo unspecified)
20. COCc1cc(=O)n2c(-c3ccc(C)cc3)n[nH]c2n1
21. COC(=O)c1cccc(Nc2nc3ccccc3nc2C)c1
22. O=C(O)c1cccnc1NC1CCCC1
23. Cc1c(O)c(CN2CCCC2)cc2c3c(c(=O)oc12)CCC3
24. O=C(COC(=O)CCC(=O)c1cccs1)Nc1cc(S(=O)(=O)N2CCOCC2)ccc1Cl
compound no.	17	18	19	20	21	22	23	24
ERa coact pot	/	/	117	55	107	95	118	/
ERb coact inh	/	/	2[fluorescence artefact?]	60*	-4	9[fluorescence artefact?]	8	/
CD11b adhes enh	75	63	1	12	-5	4	-4	6
MT1-MMP txn act	/	/	1.2	/	1	1.3	1.2	/
sEH inhibitor	-18	0	/	/	/	-20	-8	10
sEH activator	15	2	/	/	/	14	7	-8
CD11b adhes inh	-2	1	-2	-2	24	-12	0	6
Smad3 FoxH1 inh	/	/	-8	1	-11	2	2	/
Candida biofilm	/	/	-2	7	10	4	-1	/

25. CCC(C)(C)NC(=O)Cc1ccc(OC)c(OC)c1
26. O=C(COC(=O)c1ccccc1)NCC1CCCO1 (stereo unspecified)
27. COC(=O)C(NNc1ccccc1)(NC(=O)c1ccccc1F)C(F)(F)F (stereo unspecified)
28. O=C(NNC(=O)C1COc2ccccc2O1)c1ccccc1 (stereo unspecified)
29. CCCc1oc(C(=O)O)cc1CN1CCOCC1
30. C=CCn1c(CNC(=O)c2ccccc2C)nnc1SCC(=O)NC1CCCC1
31. CC(=O)C1=C(C)NC(=O)NC1c1cccs1 (stereo unspecified)
32. COCCCNC(=O)c1cc2c(-c3ccc(Cl)cc3)nn(C)c2s1
compound no.	25	26	27	28	29	30	31	32
ERa coact pot	112	131	/	/	/	99	112	113
ERb coact inh	5	5[fluorescence artefact?]	/	/	/	1	-2[fluorescence artefact?]	-9
CD11b adhes enh	-3	2	7	-2	-4	4	-1	-10
MT1-MMP txn act	1.1	1.1	/	/	/	1.1	1.1	1.4
sEH inhibitor	-3	6	9	6	8	-3	2	14
sEH activator	3	-7	-6	-4	-10	7	-1	-16
CD11b adhes inh	-6	-15	6	11	-18	-25	4	-1
Smad3 FoxH1 inh	-10	-4	/	/	/	21[fluorescence artefact?]	2	0
Candida biofilm	0	1	/	/	/	3	3	-4

Records 30 to 31 of the list above:
30. C=CCn1c(CNC(=O)c2ccccc2C)nnc1SCC(=O)NC1CCCC1
31. CC(=O)C1=C(C)NC(=O)NC1c1cccs1 (stereo unspecified)
compound no.	30	31
ERa coact pot	99	112
ERb coact inh	1	-2[fluorescence artefact?]
CD11b adhes enh	4	-1
MT1-MMP txn act	1.1	1.1
sEH inhibitor	-3	2
sEH activator	7	-1
CD11b adhes inh	-25	4
Smad3 FoxH1 inh	21[fluorescence artefact?]	2
Candida biofilm	3	3
